PME-1 inh – blocks human protein phosphatase methylesterase 1. recombinant PME-1, FP-Rh probe fluorescence polarization. inhibition, % at 5.9 µM. actives 0.53% (n = 320,000). AID 2130;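 active = inhibition above the campaign mean of all compounds plus 3 SD, cut at about 26% in these data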;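 also: competitive labeling of PME-1 active site by serine hydrolase directed probe; 0% = PME-1 with DMSO and 100% = wells lacking PME-1 enzyme; inhibitors block probe labeling so polarization falls and inhibition rises; many of its hits are not listed in these tables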
TPT1 inhibitor – blocks Candida albicans tRNA 2'-phosphotransferase; recombinant caTPT1, FP RNA substrate dephosphorylation; inhibition, % at 5 µM; actives 0.81% (n = 300,000);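 active = inhibition above the mean of all tested compounds plus 3 SD, set per screening campaign, cut at about 24% in these data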;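 also: plate controls were DMSO alone for no effect and ferristatin control at 100 nM for full effect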
GSTO1 counter – GSTO1 inhibition, counter-screen for RBBP9 inhibitors; P78417; recombinant GSTO1, activity-based probe fluorescence polarization; inhibition, % at 5.96 µM; actives 1.1% (n = 300,000);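 active = inhibition above the campaign mean inhibition plus 3 SD, cut at about 35% in these data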;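 also: 0% = GSTO1-1 with DMSO and 100% = wells lacking GSTO1-1 enzyme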
Target sequence (P78417 whole entry, looked up): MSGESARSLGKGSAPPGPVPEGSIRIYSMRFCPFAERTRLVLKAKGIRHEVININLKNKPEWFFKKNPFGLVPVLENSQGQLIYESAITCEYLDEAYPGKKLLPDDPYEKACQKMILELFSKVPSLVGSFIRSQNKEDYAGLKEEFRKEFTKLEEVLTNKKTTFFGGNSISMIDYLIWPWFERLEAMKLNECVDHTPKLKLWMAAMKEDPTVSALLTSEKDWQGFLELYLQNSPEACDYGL
Fam108B counter – counter-screen for RBBP9 inhibitors: inhibitors of mouse Fam108B; AID 1947; recombinant Fam108B, FP-Rh probe fluorescence polarization; inhibition, % at 9.51 µM; actives 0.33% (n = 300,000);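 active = inhibition above the screen mean inhibition plus 3 SD, computed separately per campaign, cut at about 18% in these data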;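 also: inhibitors lower polarization as less probe binds the enzyme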
MEX-5 binding – C. elegans MEX-5 TCR-2 RNA binding activity; MEX-5/FITC-TCR2 RNA binding, fluorescence polarization; active compounds read low; activity score (negative = inhibition of binding), % at 10 µM; actives 0.38% (n = 300,000);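 active = inhibition past about -25% in most replicates, and total fluorescence under double the plate's negative control median, limit read from the data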;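 also: 0% = DMSO and -100% = 5 µM competing unlabeled TCR2 RNA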
Bcl-xL primary – inhibitors of human Bcl-xL; inhibition, % at 10.9 µM; GST-Bcl-xL / FITC-Bim BH3 peptide fluorescence polarization; AID 2129; actives 0.7% (n = 320,000);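 active = inhibition above the mean of all tested compounds plus 3 SD, cutoff set per campaign, cut at about 30% in these data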;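 also: 0% = DMSO wells and 100% = unlabeled Bim-BH3 peptide competitor; inhibitors lower millipolarization by displacing the labeled peptide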
PAD4 FP inh – inhibitors of human PAD4 | Q9UM07 | recombinant PAD4, RCA probe fluorescence polarization | inhibition, % at 6.36 µM | actives 0.41% (n = 330,000) | AID 485272;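 active = percent inhibition above a cutoff equal to the mean of all tested compounds plus 3 SD, cut at about 15% in these data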;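 also: 0% = PAD4 with RCA probe and DMSO and 100% = probe without PAD4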
MCL1 BIM primary – MCL1-BIM-BH3 interaction inhibition (human). Q07820. GST-MCL1 / FITC-Bim-BH3 fluorescence polarization. inhibition, % at 10.9 µM. actives 0.68% (n = 320,000);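 active = inhibition above the mean inhibition of all tested compounds plus 3 SD, set per campaign, cut at about 40% in these data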;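 also: 0% = DMSO wells and 100% = unlabeled Bim-BH3 peptide control; higher means more loss of mP so more displacement of Bim peptide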
Target sequence (Q07820 whole entry, looked up): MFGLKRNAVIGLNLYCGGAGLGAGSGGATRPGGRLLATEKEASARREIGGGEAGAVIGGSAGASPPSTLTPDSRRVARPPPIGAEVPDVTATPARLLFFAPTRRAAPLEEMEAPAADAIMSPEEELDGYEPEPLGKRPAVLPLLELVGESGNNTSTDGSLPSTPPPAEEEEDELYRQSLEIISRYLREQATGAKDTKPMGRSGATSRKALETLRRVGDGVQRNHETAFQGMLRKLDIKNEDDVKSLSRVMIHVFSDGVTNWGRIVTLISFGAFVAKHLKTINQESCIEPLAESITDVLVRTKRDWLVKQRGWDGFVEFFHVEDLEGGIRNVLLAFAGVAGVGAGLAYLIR
GLD-1 TGE inh – GLD-1-TGE RNA interaction inhibition (C. elegans); Q17339; purified GLD-1 + fluorescein TGE RNA, fluorescence polarization; inhibition, % at 5.96 µM; actives 0.44% (n = 320,000); AID 2280;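 active = percent inhibition above a per-plate cutoff, the plate mean of test compounds plus 3 SD, cut at about 30% in these data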;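 also: 0% = DMSO wells with GLD-1 and probe and 100% = wells lacking GLD-1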
Target sequence (Q17339 whole entry, looked up): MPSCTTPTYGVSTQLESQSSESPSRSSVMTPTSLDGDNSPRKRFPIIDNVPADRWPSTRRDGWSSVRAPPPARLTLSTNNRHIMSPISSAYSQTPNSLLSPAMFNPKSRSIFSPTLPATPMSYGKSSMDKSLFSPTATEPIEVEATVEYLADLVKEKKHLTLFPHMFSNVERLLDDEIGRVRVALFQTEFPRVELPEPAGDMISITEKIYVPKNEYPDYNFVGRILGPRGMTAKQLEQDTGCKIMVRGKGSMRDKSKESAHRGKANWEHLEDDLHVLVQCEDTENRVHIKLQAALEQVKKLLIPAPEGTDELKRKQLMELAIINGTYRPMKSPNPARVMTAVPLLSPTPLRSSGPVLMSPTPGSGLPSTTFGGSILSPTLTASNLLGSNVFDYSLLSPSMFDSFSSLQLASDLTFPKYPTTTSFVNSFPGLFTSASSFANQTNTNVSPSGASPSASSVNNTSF
* = called active by the depositor. Some of the compounds tested (hit frequency here may not be typical).

What do the screens show for `COc1cc(C(C)=O)ccc1OCCCN1CCC(Cc2ccccc2)CC1`?
PME-1 inh: -2; TPT1 inhibitor: 1; GSTO1 counter: 0; Fam108B counter: 1; MEX-5 binding: -1.0; Bcl-xL primary: 6; PAD4 FP inh: 2; MCL1 BIM primary: 3; GLD-1 TGE inh: -8

How did COc1ccc2ccccc2c1/C=N\n1c(C)cc(C)c(C(N)=O)c1=O do in these assays?
PME-1 inh: 3; TPT1 inhibitor: -3; GSTO1 counter: 6; Fam108B counter: -4; MEX-5 binding: 1.8; Bcl-xL primary: 1; PAD4 FP inh: -1; MCL1 BIM primary: 1; GLD-1 TGE inh: 4

How did Cc1cc(C)nc(NC(=O)C(C)C)n1 do in these assays?
PME-1 inh: 4; TPT1 inhibitor: 2; GSTO1 counter: -1; Fam108B counter: 4; MEX-5 binding: 3.1; Bcl-xL primary: -3; PAD4 FP inh: 0; MCL1 BIM primary: -1; GLD-1 TGE inh: 2

What do the screens show for `CCC(CO)n1c(=S)[nH]c2cc(OC)c(OC)cc2c1=O` (configuration not stated)?
PME-1 inh: -5; TPT1 inhibitor: 0; GSTO1 counter: 11; Fam108B counter: 2; MEX-5 binding: 0.4; Bcl-xL primary: -20; PAD4 FP inh: -1; MCL1 BIM primary: -6; GLD-1 TGE inh: 11

How did Cc1ccc(CCNC(=O)c2cc(S(=O)(=O)N3CCCCC3)c[nH]2)cc1 do in these assays?
PME-1 inh: -2; TPT1 inhibitor: 1; GSTO1 counter: 0; Fam108B counter: 0; MEX-5 binding: -1.2; Bcl-xL primary: 2; PAD4 FP inh: -3; MCL1 BIM primary: 3; GLD-1 TGE inh: 5

How did CCc1noc(C)c1C(=O)NNC(=O)COc1ccc(Br)cc1 do in these assays?
PME-1 inh: 0; TPT1 inhibitor: 1; GSTO1 counter: -1; Fam108B counter: -1; MEX-5 binding: 1.3; Bcl-xL primary: 6; PAD4 FP inh: -2; MCL1 BIM primary: 19; GLD-1 TGE inh: 1

How did Cc1ccc(N2C(=O)SC(N(CC(=O)O)c3ccc(C)cc3)C2=O)cc1 (configuration not stated) do in these assays?
PME-1 inh: 2; TPT1 inhibitor: -1; GSTO1 counter: 3; Fam108B counter: -2; MEX-5 binding: 2.7; Bcl-xL primary: 7; PAD4 FP inh: 1; MCL1 BIM primary: -1; GLD-1 TGE inh: 5

What do the screens show for `Cc1snc(SCC(=O)N/N=C(\N)COc2cccc(C(F)(F)F)c2)c1C#N`?
PME-1 inh: -7; TPT1 inhibitor: 1; GSTO1 counter: 1; Fam108B counter: -1; MEX-5 binding: 2.9; Bcl-xL primary: 3; PAD4 FP inh: 1; MCL1 BIM primary: -4; GLD-1 TGE inh: 8

What do the screens show for `Cn1c(Cc2ccc3c(c2)OCO3)nnc1SCC(=O)NC1CCCC1`?
PME-1 inh: -6; TPT1 inhibitor: -1; GSTO1 counter: 0; Fam108B counter: 4; MEX-5 binding: -0.2; Bcl-xL primary: 2; PAD4 FP inh: 5; MCL1 BIM primary: 8; GLD-1 TGE inh: -3

What do the screens show for `O=[N+]([O-])c1cc(/C=N/N2CCN(c3ccccc3)CC2)ccc1Cl`?
PME-1 inh: -2; TPT1 inhibitor: 2; GSTO1 counter: -2; Fam108B counter: 2; MEX-5 binding: 0.2; Bcl-xL primary: -4; PAD4 FP inh: -4; MCL1 BIM primary: -8; GLD-1 TGE inh: 0

What do the screens show for `CCOC(=O)N/N=C(\CCC(=O)O)c1cccs1`?
PME-1 inh: -5; TPT1 inhibitor: -1; GSTO1 counter: 3; Fam108B counter: 4; MEX-5 binding: 1.3; Bcl-xL primary: 5; PAD4 FP inh: 3; MCL1 BIM primary: -1; GLD-1 TGE inh: 3

How did Cc1ccc(OC(=O)Cn2c(C(F)(F)F)nc3ccccc32)cc1 do in these assays?
PME-1 inh: -1; TPT1 inhibitor: -2; GSTO1 counter: 2; Fam108B counter: 0; MEX-5 binding: 1.1; Bcl-xL primary: 7; PAD4 FP inh: -2; MCL1 BIM primary: 12; GLD-1 TGE inh: -3

How did COc1ccc(/C=N/NC(=O)c2cccc(Br)c2)cc1CN1CCOCC1 do in these assays?
PME-1 inh: 0; TPT1 inhibitor: -3; GSTO1 counter: -4; Fam108B counter: -1; MEX-5 binding: 2.1; Bcl-xL primary: 0; PAD4 FP inh: 3; MCL1 BIM primary: -2; GLD-1 TGE inh: 8

Results for NS(=O)(=O)c1ccc(NC(=O)CN2CCc3ccccc3C2)cc1 ?
PME-1 inh: -3; TPT1 inhibitor: 1; GSTO1 counter: -1; Fam108B counter: 2; MEX-5 binding: 2.7; Bcl-xL primary: 4; PAD4 FP inh: -2; MCL1 BIM primary: 0; GLD-1 TGE inh: 3

Results for O=C1CC2(CCCC2)CC(=O)N1CCCCN1CCN(c2ncccn2)CC1 ?
PME-1 inh: -12; TPT1 inhibitor: -4; GSTO1 counter: 6; Fam108B counter: 1; MEX-5 binding: 0.0; Bcl-xL primary: 1; PAD4 FP inh: -8; MCL1 BIM primary: 8; GLD-1 TGE inh: 4

What do the screens show for `CCOC(=O)C1CCN(c2c([N+](=O)[O-])c(C(Cl)Cl)nn2-c2ccccc2)CC1`?
PME-1 inh: -3; TPT1 inhibitor: 2; GSTO1 counter: -6; Fam108B counter: -3; MEX-5 binding: -0.8; Bcl-xL primary: 6; PAD4 FP inh: -1; MCL1 BIM primary: 6; GLD-1 TGE inh: 4

How did CCOc1ccccc1NC(=S)N1CCC(NC(=O)C(C)(C)C)CC1 do in these assays?
PME-1 inh: -3; TPT1 inhibitor: 1; GSTO1 counter: 5; Fam108B counter: 0; MEX-5 binding: 3.3; Bcl-xL primary: 1; PAD4 FP inh: -3; MCL1 BIM primary: -1; GLD-1 TGE inh: 7

How did CCCN(CCC)S(=O)(=O)c1ccc(C(=O)Nc2nnc(-c3cccc(OC)c3)o2)cc1 do in these assays?
PME-1 inh: 5; TPT1 inhibitor: 2; GSTO1 counter: -1; Fam108B counter: -1; MEX-5 binding: -1.0; Bcl-xL primary: 2; PAD4 FP inh: 1; MCL1 BIM primary: 4; GLD-1 TGE inh: -1

Results for O=[N+]([O-])c1ccc(/C=[N+](\[O-])[C@@H]2CCCC[C@@H]2/[N+]([O-])=C/c2ccc([N+](=O)[O-])o2)o1 ?
PME-1 inh: -2; TPT1 inhibitor: -8; GSTO1 counter: 40*; Fam108B counter: 4; MEX-5 binding: -4.4; Bcl-xL primary: 27; PAD4 FP inh: -11; MCL1 BIM primary: 30; GLD-1 TGE inh: 23

How did COc1ccccc1CNS(=O)(=O)c1ccc2c(c1)CC(C)N2C(=O)C1CC1 (configuration not stated) do in these assays?
PME-1 inh: 8; TPT1 inhibitor: 0; GSTO1 counter: 1; Fam108B counter: 2; MEX-5 binding: -0.3; Bcl-xL primary: 2; PAD4 FP inh: 5; MCL1 BIM primary: 4; GLD-1 TGE inh: 4

What do the screens show for `CCOC(=O)N1CCN(CC(O)COc2ccc(-c3ccccc3)cc2)CC1` (configuration not stated)?
PME-1 inh: -4; TPT1 inhibitor: 0; GSTO1 counter: 2; Fam108B counter: 0; MEX-5 binding: -0.3; Bcl-xL primary: 5; PAD4 FP inh: 5; MCL1 BIM primary: 1; GLD-1 TGE inh: 2

How did COc1cc(S(=O)(=O)N2CCN(C(=O)c3ccccc3)CC2)c(OC)cc1Br do in these assays?
PME-1 inh: -5; TPT1 inhibitor: 0; GSTO1 counter: -9; Fam108B counter: 0; MEX-5 binding: 2.5; Bcl-xL primary: 6; PAD4 FP inh: -3; MCL1 BIM primary: 0; GLD-1 TGE inh: 1

Results for COc1ccccc1CNC(=O)C12CC3CC(CC(C3)C1)C2 ?
PME-1 inh: -9; TPT1 inhibitor: 1; GSTO1 counter: -5; Fam108B counter: -1; MEX-5 binding: -0.8; Bcl-xL primary: -11; PAD4 FP inh: -9; MCL1 BIM primary: -14; GLD-1 TGE inh: 3

How did COCCCn1cc(C(=O)c2cc(OC)ccc2OCC(=O)Nc2cc(C)on2)cc(C#N)c1=O do in these assays?
PME-1 inh: 9; TPT1 inhibitor: -3; GSTO1 counter: 4; Fam108B counter: 4; MEX-5 binding: -2.5; Bcl-xL primary: 0; PAD4 FP inh: -2; MCL1 BIM primary: -2; GLD-1 TGE inh: 3

What do the screens show for `Cc1ccc(C(=O)NCC(c2ccco2)N2CCCCC2)s1` (configuration not stated)?
PME-1 inh: 0; Bcl-xL primary: -3; PAD4 FP inh: -4; MCL1 BIM primary: 1; GLD-1 TGE inh: -3

How did CN(C(=O)CSc1nnc(-c2ccncc2)n1Cc1ccccc1)C1CCS(=O)(=O)C1 (configuration not stated) do in these assays?
PME-1 inh: -4; TPT1 inhibitor: -2; GSTO1 counter: 5; Fam108B counter: 3; MEX-5 binding: 0.3; Bcl-xL primary: -14; PAD4 FP inh: -1; MCL1 BIM primary: -11; GLD-1 TGE inh: 6

Results for COCC(=O)Nc1nc(-c2ccc([N+](=O)[O-])cc2)cs1 ?
PME-1 inh: 1; TPT1 inhibitor: -2; GSTO1 counter: 7; Fam108B counter: 7; MEX-5 binding: -4.9; Bcl-xL primary: 6; PAD4 FP inh: -6; MCL1 BIM primary: 0; GLD-1 TGE inh: -2

How did Nc1c(C(=O)NCc2ccco2)c2nc3ccccc3nc2n1CCc1ccc(F)cc1 do in these assays?
PME-1 inh: 8; TPT1 inhibitor: 20; GSTO1 counter: 75*; Fam108B counter: 7; MEX-5 binding: -1.6; Bcl-xL primary: 7; PAD4 FP inh: 37*; MCL1 BIM primary: 2; GLD-1 TGE inh: -6

Results for Cc1ccsc1/C=N/NC(=O)c1ccc(-n2cccc2)cc1 ?
PME-1 inh: -5; TPT1 inhibitor: -4; GSTO1 counter: 4; Fam108B counter: -2; MEX-5 binding: 1.8; Bcl-xL primary: 3; PAD4 FP inh: -2; MCL1 BIM primary: -4; GLD-1 TGE inh: -4

How did O=C1CC(c2ccc(Cl)cc2)CC(O)=C1C=NCCN1CCNCC1 (configuration not stated) do in these assays?
PME-1 inh: -1; TPT1 inhibitor: 2; GSTO1 counter: 7; Fam108B counter: 1; MEX-5 binding: 0.4; Bcl-xL primary: -1; PAD4 FP inh: -6; MCL1 BIM primary: 2; GLD-1 TGE inh: -5

How did NNC(=O)CCn1nnc2ccccc21 do in these assays?
PME-1 inh: -1; TPT1 inhibitor: 3; GSTO1 counter: 11; Fam108B counter: 6; MEX-5 binding: -2.3; Bcl-xL primary: -1; PAD4 FP inh: 0; MCL1 BIM primary: 3; GLD-1 TGE inh: 2

How did COc1ccc(OCCNc2cc(N3CCCCC3)ccc2[N+](=O)[O-])cc1 do in these assays?
PME-1 inh: -5; TPT1 inhibitor: -3; GSTO1 counter: 2; Fam108B counter: 0; MEX-5 binding: 0.8; Bcl-xL primary: 3; PAD4 FP inh: 3; MCL1 BIM primary: 4; GLD-1 TGE inh: 8

Results for COCCN(C(=O)Cc1cccs1)C(C(=O)NC1CCCC1)c1ccc(OC)c(OC)c1 (configuration not stated) ?
PME-1 inh: -1; TPT1 inhibitor: 1; GSTO1 counter: -5; Fam108B counter: 1; MEX-5 binding: -1.2; Bcl-xL primary: -3; PAD4 FP inh: 3; MCL1 BIM primary: -1; GLD-1 TGE inh: -5

How did CCOC(=O)C(NC(C)=O)C(=O)Nc1ccc(OC)cc1 (configuration not stated) do in these assays?
PME-1 inh: -3; TPT1 inhibitor: 0; GSTO1 counter: -2; Fam108B counter: -1; MEX-5 binding: 3.1; Bcl-xL primary: 3; PAD4 FP inh: -6; MCL1 BIM primary: 5; GLD-1 TGE inh: 5

Results for CCOc1ccc(NS(=O)(=O)c2ccc(-c3cnc(C4CC4)o3)cc2)cc1 ?
PME-1 inh: 2; TPT1 inhibitor: 3; GSTO1 counter: 4; Fam108B counter: -3; MEX-5 binding: -5.1; Bcl-xL primary: -4; PAD4 FP inh: 0; MCL1 BIM primary: 0; GLD-1 TGE inh: -8

Assay outcomes: PubChem, several laboratories
